# FEN1 inhibitor: inhibitors of human flap endonuclease 1 | Potency, µM (titrated, usually from 114 µM), for the others: top-dose activity change, negative = inhibition, usual class: inhibitors | P39748 | Recombinant FEN1 flap cleavage, fluorescence, 15 min | 0.35% of 390,000 active; further: nearly all actives have a fitted effect of over 65% in size
# Target sequence (P39748 whole entry, looked up): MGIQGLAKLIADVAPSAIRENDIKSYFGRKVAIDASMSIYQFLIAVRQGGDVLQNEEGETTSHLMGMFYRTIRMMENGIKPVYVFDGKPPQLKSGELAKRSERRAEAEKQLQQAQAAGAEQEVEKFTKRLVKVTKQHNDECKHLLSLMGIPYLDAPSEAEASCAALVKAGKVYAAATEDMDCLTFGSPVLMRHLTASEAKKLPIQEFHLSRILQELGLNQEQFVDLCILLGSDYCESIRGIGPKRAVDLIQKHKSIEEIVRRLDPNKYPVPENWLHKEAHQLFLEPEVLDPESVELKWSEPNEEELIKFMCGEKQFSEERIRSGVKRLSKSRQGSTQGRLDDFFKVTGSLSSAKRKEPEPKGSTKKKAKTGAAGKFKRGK
#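 Quantitative HTS format: each compound was titrated, incubated with 10 nM nuclease for 15 min at room temperature, then challenged with flap substrate at 50 nM final. Signal change over 15 min gave concentration–effect curves.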
# TDP1 inh: inhibitors of human tyrosyl-DNA phosphodiesterase TDP1 | Q9NUW8 | recombinant TDP1, AlphaScreen DNA substrate cleavage | Potency, µM (top dose mostly 130 µM), for inactives: at the top dose activity change, negative = inhibition, actives largely listed as inhibitors | 0.28% of 350,000 active | AID 485290; further: nearly all actives have a fitted effect of over 40% in size
# Target sequence (Q9NUW8 whole entry, looked up): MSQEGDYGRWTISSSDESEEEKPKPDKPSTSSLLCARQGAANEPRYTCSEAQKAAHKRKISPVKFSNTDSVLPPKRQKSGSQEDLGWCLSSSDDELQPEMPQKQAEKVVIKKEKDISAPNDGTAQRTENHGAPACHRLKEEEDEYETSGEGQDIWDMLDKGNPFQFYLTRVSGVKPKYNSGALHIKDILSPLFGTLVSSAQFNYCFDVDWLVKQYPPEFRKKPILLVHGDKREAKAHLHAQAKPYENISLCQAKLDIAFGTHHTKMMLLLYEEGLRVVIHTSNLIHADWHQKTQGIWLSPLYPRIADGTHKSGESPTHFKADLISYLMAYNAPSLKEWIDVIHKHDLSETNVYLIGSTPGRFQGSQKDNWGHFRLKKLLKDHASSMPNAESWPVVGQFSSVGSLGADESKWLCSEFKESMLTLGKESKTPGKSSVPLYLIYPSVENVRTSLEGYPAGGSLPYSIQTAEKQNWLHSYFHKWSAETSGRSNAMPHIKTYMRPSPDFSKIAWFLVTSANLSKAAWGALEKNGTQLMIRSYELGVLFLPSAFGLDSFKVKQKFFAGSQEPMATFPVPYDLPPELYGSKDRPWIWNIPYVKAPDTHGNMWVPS
#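 Here, a 5' biotin and 3' phosphotyrosine-FITC DNA oligonucleotide reports Tdp1 activity: intact substrate bridges AlphaScreen beads, while cleavage leaves a 3' phosphate and drops signal. All incubations at room temperature.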
# N370S GC mod: N370S glucocerebrosidase modulation, Gaucher chaperone candidate; N370S GC spleen homogenate, 4MU-glucoside fluorescence; Potency, µM (titrated, usually from 59.4 µM), for inactives: top-dose activity change, negative = inhibition, most hits filed as inhibitors; 0.092% of 330,000 active; AID 2101;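 further: 0% = full enzyme activity and -100% = no enzyme basal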
# * = called active by the depositor; ? = inconclusive; nt = not tested or not shown; & = joins results of further samples; [ ] = another dose, or the depositor's remark. The call rests on the fitted dose curve; in most records, active means well fitted curve in the direction sought with a large enough effect; inconclusive means small, poorly fitted or top-dose-only effect, or another doubt; inactive means no such curve, though single readings can be large; an effect the other way counts as inactive or inconclusive. Unless noted, on the % scale 0 is the no-effect control and ±100 the full control effect; potency means the concentration at half of the fitted maximal effect. An unsorted share of the library. Share with any hit: about 0.57%.
no.	SMILES	FEN1 inhibitor	TDP1 inh	N370S GC mod
1	CC(C)c1c(C(=O)N/N=C/c2cccc(OCc3ccccc3)c2)nnn1-c1nonc1N	?	2%	-5%
2	CN1CCN(/C(=N\O)c2nonc2N)CC1	2%	-5%	31%
3	CC(=O)c1cccc(N2C(=O)CC(N3CCN(S(=O)(=O)c4ccc(Cl)cc4)CC3)C2=O)c1 (stereo not given)	30%	0%	nt
4	CC(=O)/C(=N\Nc1cccc(Cl)c1)Sc1nnc(-c2ccccc2)n1-c1ccccc1	-4%	-3%	-1%
5	COc1ccc2c(Cl)c(-c3nnco3)sc2c1	3%	4%	3%
6	OCC[C@H]1C[C@@H](O)[C@H](O)[C@]2(Cc3ccccc3CO2)O1	-4%	-3%	-12%
7	CC1CCCC(NC(=O)CCn2c(=O)oc3ccccc32)C1C (stereo not given)	12%	2%	-3%
8	COc1cccc(/C=N/NC(=O)c2oc3nc(-c4ccccc4)cc(-c4ccco4)c3c2N)c1	-19%	nt	-6%
9	CC(=O)c1cccc(NC(=O)c2cc(-c3ccco3)nc3ccccc23)c1	10%	nt	-9%
10	COc1ccc(Br)cc1CN1CCN(C(=O)c2ccco2)CC1	3%	nt	-19%
11	O=S(=O)(c1ccc2ccccc2c1)N1CCN=C1SCc1cccnc1	-18%	3%	11%
12	COc1ccc(C(=O)N(CC(=O)NC(C)(C)C)c2ccc3c(c2)OCCO3)cc1OC	7%	3%	-1%
13	c1ccc(Oc2cc(-c3ccccc3)nc(-c3ccccc3)n2)cc1	-2%	nt	3%
14	COC(CNC(=O)[C@H](Cc1ccccc1)N1Cc2ccccc2C1=O)OC	-13%	nt	-1%
15	CCc1nn(CC(=O)NCCCc2ccccc2)c(=O)c2cc3c(OC)cccc3n12	24%&-7%	-3%&4%	-3%
16	COc1ccc(Cn2c(=O)oc3ccc(C)cc32)cc1OC	-6%	5%	23%
17	O=C(NC1CCN(Cc2ccccc2)CC1)c1cccc(Br)c1	-6%	nt	-20%
18	CCS(=O)(=O)c1ncc(N(Cc2ccco2)Cc2ccccc2F)c(C(=O)Nc2cccc(Cl)c2)n1	1%	3%	nt
19	Cc1ccc(S(=O)(=O)Cc2cc(-c3ccc(Cl)cc3)no2)cc1	-1%	5%	1%
20	CN(C)S(=O)(=O)c1ccc2c(c1)C(CC(=O)O)OC2=O (stereo not given)	-2%	-3%	2%
21	CCn1c2ccccc2c2c3ncc4cccn4c3ccc21	0%	?	?
22	Cc1ccc(NC(=O)CSc2nc(=O)n(Cc3ccncc3)c3c2CCC3)c(C)c1	-2%	0%	4%
23	COc1ccccc1N1CCN(C(=O)c2cc(-c3ccc(F)cc3)[nH]c2C)CC1	-33%	nt	-16%
24	O=C(COc1ccc2ccccc2c1)N[C@@H](C(=O)O)c1ccc(O)cc1	7%	nt	-1%
25	COc1cc(C(=O)OCC(=O)NC2CCCCCC2)ccc1OCC(C)C	21%	-8%	-18%
26	COc1ccc(S(=O)(=O)N2CCOC23CCN(S(=O)(=O)c2c(C)cc(C)cc2C)CC3)cc1	-13%	-11%[0.505 µM]	-6%
27	CC(C(=O)N1CCN(c2ccccc2F)CC1)c1ccc([N+](=O)[O-])cc1 (stereo not given)	-20%	nt	-9%
28	Nc1ncnc(N2CCc3ccccc32)c1[N+](=O)[O-]	8%	0%	13%
29	CCN(CC)S(=O)(=O)c1ccc2oc(C(=O)NCc3ccccc3OC)c(C)c2c1	-2%	3%	nt
30	COc1ccc([N+](=O)[O-])cc1COc1cc(C)cc2oc(=O)cc(-c3ccccc3)c12	0%	7%	13%

# One compound at a time, as listed above. Values in the order: FEN1 inhibitor, TDP1 inh, N370S GC mod
# COc1ccc2c(Cl)c(-c3nnco3)sc2c1 is listed as 3%, 4%, 3%
# OCC[C@H]1C[C@@H](O)[C@H](O)[C@]2(Cc3ccccc3CO2)O1 is listed as -4%, -3%, -12%
# COc1cccc(/C=N/NC(=O)c2oc3nc(-c4ccccc4)cc(-c4ccco4)c3c2N)c1 is listed as -19%, nt, -6%

# Ordered by SMILES length (lowest first): some entries from above.
no.	SMILES	FEN1 inhibitor	TDP1 inh	N370S GC mod
19	Cc1ccc(S(=O)(=O)Cc2cc(-c3ccc(Cl)cc3)no2)cc1	-1%	5%	1%
15	CCc1nn(CC(=O)NCCCc2ccccc2)c(=O)c2cc3c(OC)cccc3n12	24%&-7%	-3%&4%	-3%
23	COc1ccccc1N1CCN(C(=O)c2cc(-c3ccc(F)cc3)[nH]c2C)CC1	-33%	nt	-16%

# (list continues)
no.	SMILES	FEN1 inhibitor	TDP1 inh	N370S GC mod
31	CCOC(=O)c1c(C)[nH]c(C(=O)Nc2ccc(C)c(Cl)c2)c1C	nt	3%	4%
32	Cc1ccc(CNC(=O)Cn2c(=O)oc3ccccc32)o1	-4%	1%	1%
33	NS(=O)(=O)c1ccc(CCNC(=S)NC2CCCC2)cc1	16%	7%	3%
34	Clc1ccc(CSc2nnc3c(n2)[nH]c2ccccc23)cc1	14%	6%	6%
35	CCCN(CCC)C(=O)CC(c1ccccc1)c1cc(C)ccc1O (stereo not given)	-6%	5%	6%
36	CC(C)C(=O)Nc1cccc(-c2cn3ccsc3n2)c1	-12%	5%	-5%
37	CN(C)CCCNC(=O)CCC1CCCCC1	2%	5%	-7%
38	CC(=O)NCC1CCCN(Cc2cn(-c3ccccc3)nc2-c2ccc3c(c2)OCO3)C1 (stereo not given)	11%	-3%	-5%
39	O=C(/C=C/c1cccs1)NC(=S)NNC(=O)c1ccccc1O	1%	5%	-3%
40	Cc1ccc2c(C(=O)CN3CCN(C4CCCCC4)CC3)c(C)[nH]c2c1	7%	1%	-8%
41	NC(=O)CCn1c(=O)oc2ccccc21	8%	4%	-18%
42	CCN(C(=O)CSc1nnc(Nc2ccccc2)s1)C1CCS(=O)(=O)C1 (stereo not given)	17%	5%	-4%
43	CC1(C)CSC(=NCCc2ccccc2)N1	1%	0%	-4%
44	COc1ccc(CN(Cc2cccn2C)S(=O)(=O)c2ccc(C)cc2)cc1	-18%	6%	19%
45	CC(NC(=O)CCNC(=O)c1ccc(Br)cc1)c1ccc(-n2ccnc2)cc1 (stereo not given)	-8%	0%	4%
46	O=C1C=C(c2ccccc2)C[C@H](c2cccs2)[C@H]1n1nnc([N+](=O)[O-])n1	8%	6%	6%
47	CCCCOC(=O)c1ccc(NC(=O)Cc2coc3c(C)c(C)ccc23)cc1	-4%	1%	nt
48	O=C(CCl)c1ccc(Cc2ncc(C(F)(F)F)cc2Cl)s1	-11%	5%	4%
49	Cc1cccc(NC(=O)CCCc2ccccc2)c1	-4%	0%	10%
50	CN1CCN(C(=O)c2c(O)c3cccc4c3n(c2=O)CCC4)CC1	7%	4%	5%
51	CCOC(=O)C(=O)NNc1ccccc1OC	-7%	-11%	-4%
52	CC(=O)OC1c2ccccc2C(=O)N1c1ccccc1C (stereo not given)	-2%	0%	-1%
53	CCn1c(CN2CCN(CCO)CC2)nc2ccccc21	-5%	6%	-21%
54	COc1ccc(C(=O)NCc2nc(-c3cccc(C)c3)no2)cc1OC	17%	5%	nt
55	COc1ccc2[nH]c(C)c(CCNC(=S)Nc3cc(C)cc(C)c3)c2c1	-2%	11%	?
56	CCOC(=O)N1CCN(C(=O)c2cccn3c(=O)c4c5c(sc4nc23)CCCC5)CC1	-1%	-3%	-3%
57	CC1(C)CC(=O)C(C=NCC(N)=O)=C(O)C1	-2%	7%	-14%
58	CCOc1ccc(Nc2ccc([N+](=O)[O-])c3nonc23)cc1	-22%	14%	-8%
59	CCc1ccccc1NC(=O)C(=O)NCC(c1cccnc1)N1CCN(c2ccccc2F)CC1 (stereo not given)	-10%	-4%	nt
60	CC(C)CC1Nc2ncnc(N3CCCCC3)c2N(Cc2ccc(Br)cc2)C1=O (stereo not given)	-21%	1%	4%

# A run of entries of the results above, as a working copy:
no.	SMILES	FEN1 inhibitor	TDP1 inh	N370S GC mod
51	CCOC(=O)C(=O)NNc1ccccc1OC	-7%	-11%	-4%
52	CC(=O)OC1c2ccccc2C(=O)N1c1ccccc1C (stereo not given)	-2%	0%	-1%
53	CCn1c(CN2CCN(CCO)CC2)nc2ccccc21	-5%	6%	-21%
54	COc1ccc(C(=O)NCc2nc(-c3cccc(C)c3)no2)cc1OC	17%	5%	nt
55	COc1ccc2[nH]c(C)c(CCNC(=S)Nc3cc(C)cc(C)c3)c2c1	-2%	11%	?
56	CCOC(=O)N1CCN(C(=O)c2cccn3c(=O)c4c5c(sc4nc23)CCCC5)CC1	-1%	-3%	-3%

# Back to the main list; the 2 compounds before the break are reprinted first.
no.	SMILES	FEN1 inhibitor	TDP1 inh	N370S GC mod
59	CCc1ccccc1NC(=O)C(=O)NCC(c1cccnc1)N1CCN(c2ccccc2F)CC1 (stereo not given)	-10%	-4%	nt
60	CC(C)CC1Nc2ncnc(N3CCCCC3)c2N(Cc2ccc(Br)cc2)C1=O (stereo not given)	-21%	1%	4%
61	CC(=O)Nc1ccc(S(=O)(=O)NNC(=O)COc2ccc(Cl)cc2Cl)cc1	-13%	4%	-18%
62	COc1ccc(-c2cc(=NC(CC(C)C)C(=O)O)c3cc(C)ccc3o2)cc1 (stereo not given)	-13%	-3%	24%
63	Cc1cccc(NC(=O)c2ccc(NC(C)c3ccccc3)c([N+](=O)[O-])c2)n1 (stereo not given)	-21%	3%	5%
64	Cc1cc(=O)oc2c3c(cc(OCC(=O)NCC4CCC(C(=O)O)CC4)c12)OC(C)(C)CC3 (stereo not given)	-13%	nt	?
65	OC(COc1ccccc1Br)CN1CCNCC1 (stereo not given)	17%	5%	-5%
66	CCN(c1ccc(Cl)cc1)S(=O)(=O)c1nnc(NC(=O)c2ccccc2C)s1	14%	4%	nt
67	CCCCn1nc2cc(C(=O)NCc3cc(C(F)(F)F)cc(C(F)(F)F)c3)ccc2c1OCC	-2%	3%	5%
68	O=C(O)CCC(=O)N1CCC[C@H]1C(=O)O	-2%	nt	10%
69	Cc1c(NC(=O)C(C)OC(=O)CCC2CCCC2)c(=O)n(-c2ccccc2)n1C (stereo not given)	-8%	8%	7%
70	COc1ccc(OCCSc2nc(N)cc(N)n2)cc1	0%	4%	-2%[12.8 µM]
71	CCCCn1c(N)c(N(CCOC)C(=O)c2ccc(F)c(S(=O)(=O)N3CCOCC3)c2)c(=O)[nH]c1=O	10%	nt	-4%
72	O=C(OCn1nnc2ccccc2c1=O)c1ccc(Br)o1	13%	0%	-15%
73	CCN1CCN(S(=O)(=O)c2cc(OCC(=O)NC3CCCCC3)c(C)cc2Cl)CC1	1%	5%	-12%
74	C=CCn1c(=S)[nH]c2ccc(Br)cc2c1=O	10%	3%	4%
75	CCC(Oc1ccccc1F)C(=O)NCCN1CCOCC1 (stereo not given)	-1%	nt	-2%
76	Cc1cccc(C(=O)NNC(=O)C2CCN(C(=O)OC(C)(C)C)CC2)c1	-18%	0%	-3%
77	CC(NC(=O)CCc1ccccc1)c1cc2c(cc1Cl)OCCO2 (stereo not given)	-13%	3%	11%
78	COc1ccc([N+](=O)[O-])cc1NCc1ccco1	2%	3%	16%
79	CC(=O)c1cccc(NC(=O)C(CC(C)C)NC(=O)C2CCCCC2)c1 (stereo not given)	50%	5%	12%
80	O=C(O)c1cc(Cl)c(Cl)cc1C(=O)NCc1ccco1	-2%	8%	-10%

# Source: PubChem
